Assay outcomes from PubChem.
NRP1-CendR mod: alters CendR peptide binding to human NRP-1 | AID 602438 | 0.85% of 360,000 active | FAM-RPARPAR peptide binding to NRP-1, fluorescence polarization | inhibition, % at 25 µM;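 active = inhibition or corrected inhibition above about 18%, plus a signal ratio from 0.5 to 1.5, limit read from the data, passing the limit was not always enough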; also: strong numbers were not always called active
Rpn11 block: inhibitors of human proteasome Rpn11. human 26S proteasome, Ub4-pepOG fluorescence polarization; 20S core pre-blocked with epoxomicin. calls only at 20 µM. 0.59% of 360,000 active;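 active = inhibition at 20 µM, scaled to each plate's controls, above about 33%, limit read from the data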
MT1-MMP act inh: MT1-MMP (human) activation inhibition; P50281; HT1080 RFP-PRO-GFP cells, GFP/RFP ratio fluorescence, overnight; percent of plate control window, DMSO zero; GFP/RFP ratio change, % at 20 µM; 0.061% of 360,000 active; AID 651647;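 active = GFP/RFP ratio change of at least 30% with cell ATP level not reduced by more than half and red fluorescence within 50% of control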; also: strong numbers were not always called active
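system = RFP-PRO-GFP reporter HT1080 cells | dosing = 20 µM single dose, 1% DMSO | timing = overnight cell settling, then overnight compound exposure, 37 °C, 5% CO2 | read-out basis = GFP/RFP fluorescence ratio | controls = DMSO and RFP-L50D-GFP cell wells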
STEP block: inhibitors of human striatal-enriched phosphatase STEP. P54829. recombinant STEP, OMFP fluorogenic substrate, fluorescence. inhibition, % at 20 µM. 0.25% of 360,000 active. AID 588621;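 active = inhibition at 20 µM, scaled per plate between control wells, above about 37%, limit read from the data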;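 also: 0% = DMSO with enzyme and substrate and 100% = substrate only without enzyme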
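Material: STEP (striatal-enriched tyrosine phosphatase) enzyme, cell-free | Medium: 50 mM Bis-Tris pH 6.0 with 2.5 mM DTT and 0.005% Tween 20 | Read-out: Percent inhibition scaled to no-enzyme and uninhibited-enzyme controls, plate-pattern corrected | Signal: Fluorescence read at 480 nm ex / 540 nm em | Times: 20 min reaction, room temperature, in the dark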
NadD block: inhibitors of Staphylococcus aureus NadD. purified NadD enzyme, colorimetric absorbance read-out. inhibition, % at 20 µM. 0.78% of 360,000 active. AID 602399; in the data active = inhibition above about 26%; also: some compounds past the cut are filed as inactive
SKN-1 inh: C. elegans SKN-1 inhibition; 0.49% of 360,000 active; inhibition, % at 21.8 µM; AID 624304; C. elegans VP596 Pgst-4::GFP/RFP ratio, acrylamide-induced, 24 h;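 active = interference check ratio from 0.5 to 1.5 plus GFP to RFP signal ratio inhibition reaching or exceeding a fixed threshold, cut at about 30% in these data, passing the limit was not always enough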; also: some compounds called inactive have numbers as strong as hits
Scp-1 inhibitor: blocks human Scp-1 phosphatase activity | 0.88% of 340,000 active | inhibition, % at 20 µM | Recombinant Scp1, phosphopeptide, malachite green phosphate absorbance | AID 493091;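 active = inhibition above about 50% at 20 µM, limit read from the data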;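 also: plate controls were DMSO wells with enzyme for no effect and wells lacking enzyme for full effect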
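Times: enzyme reaction 45 min at room temperature, colour 5 min, stabilisation 30 min. Material: SCP-1 catalytic fragment, aa 76-261. Medium: Acidic Tris acetate buffer with magnesium and detergent. Signal: colorimetric free-phosphate detection, absorbance 630 nm. Read-out basis: % inhibition of SCP-1 phosphate liberation. Reagent: Phosphorylated 17-residue peptide substrate.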
SUMO1 PPI mod: SUMO1-SIM interaction modulation | 0.33% of 360,000 active | SUMO1 binding to a labelled peptide, TR-FRET, 1 h | inhibition, % at 20 µM | AID 602429 | P63165; in the data active = inhibition above about 37%
LMPTP inh: blocks human LMPTP phosphatase; P24666; 0.22% of 360,000 active; recombinant LMPTP-A, OMFP fluorogenic substrate, fluorescence intensity; inhibition, % at 20 µM;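 active = compounds that cut the enzyme signal by at least half of the control window in the single-dose screen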;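 also: plate controls were DMSO wells with enzyme plus substrate for no effect and substrate without enzyme for full effect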
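Assay system: LMPTP-A, protein tyrosine phosphatase of low molecular weight / Medium: pH 6.0 Bis-Tris buffer with DTT and Triton X-100 / Schedule: 50 min enzyme reaction at room temperature, protected from light / Measured by: endpoint fluorescence intensity from OMFP dephosphorylation / Read-out basis: % inhibition relative to no-enzyme and uninhibited control wells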
DNMT1 inh: DNMT1 (human) enzyme inhibition; P26358; DNMT1 molecular beacon, Hinp1I cleavage, fluorescence; inhibition (reported as % activation of signal), % at 10 µM; 0.83% of 360,000 active; in the data active = inhibition above about 50%
Target sequence (P26358 504-1616 limits assumed): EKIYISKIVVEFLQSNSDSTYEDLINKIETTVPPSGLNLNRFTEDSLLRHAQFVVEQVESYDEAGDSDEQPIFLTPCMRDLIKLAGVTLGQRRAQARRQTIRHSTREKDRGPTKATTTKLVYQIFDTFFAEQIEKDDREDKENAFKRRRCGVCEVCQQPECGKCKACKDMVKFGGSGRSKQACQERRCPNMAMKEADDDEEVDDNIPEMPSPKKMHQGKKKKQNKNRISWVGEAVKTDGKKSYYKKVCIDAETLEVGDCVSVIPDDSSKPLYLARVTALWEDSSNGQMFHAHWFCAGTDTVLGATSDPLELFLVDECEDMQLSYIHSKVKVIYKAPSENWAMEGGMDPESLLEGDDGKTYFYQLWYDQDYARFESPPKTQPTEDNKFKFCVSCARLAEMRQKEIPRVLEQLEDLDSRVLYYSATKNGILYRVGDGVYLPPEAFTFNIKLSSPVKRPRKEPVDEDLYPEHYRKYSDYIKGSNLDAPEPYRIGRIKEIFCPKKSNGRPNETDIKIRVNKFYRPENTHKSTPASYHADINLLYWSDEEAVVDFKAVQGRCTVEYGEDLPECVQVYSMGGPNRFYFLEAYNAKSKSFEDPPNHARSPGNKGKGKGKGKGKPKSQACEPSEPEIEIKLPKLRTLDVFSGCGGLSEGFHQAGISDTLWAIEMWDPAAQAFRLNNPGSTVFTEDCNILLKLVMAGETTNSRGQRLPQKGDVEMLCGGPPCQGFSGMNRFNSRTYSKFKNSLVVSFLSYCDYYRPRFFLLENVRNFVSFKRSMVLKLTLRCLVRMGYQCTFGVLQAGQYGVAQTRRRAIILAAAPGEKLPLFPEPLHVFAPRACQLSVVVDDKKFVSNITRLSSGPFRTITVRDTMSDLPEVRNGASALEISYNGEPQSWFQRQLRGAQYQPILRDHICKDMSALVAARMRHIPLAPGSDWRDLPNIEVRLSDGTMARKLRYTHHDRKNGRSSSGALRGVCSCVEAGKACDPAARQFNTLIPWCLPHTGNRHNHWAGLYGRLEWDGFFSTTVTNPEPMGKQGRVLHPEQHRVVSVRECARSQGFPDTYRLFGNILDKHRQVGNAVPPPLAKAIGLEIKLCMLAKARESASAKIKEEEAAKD
Starred values were filed as active, the others as inactive; i = inactive; . = no result given. These rows are one share of the data; rates above refer to the full screens.

canonical_smiles	NRP1-CendR mod	Rpn11 block	MT1-MMP act inh	STEP block	NadD block	SKN-1 inh	Scp-1 inhibitor	SUMO1 PPI mod	LMPTP inh	DNMT1 inh
Cn1c(O)c(/C=C2\C=c3ccccc3=NC2=O)c(=O)n(C)c1=O	9	i	-2	2	3	27	-1	-17	2.9	-1
O=[N+]([O-])c1ccc(N2CCCCC2)c2ncccc12	5	i	7	6	-2	17	-7	-46	3.8	-7
O=C1NC2C(O)C(O)C(O)C(O)C2c2cc3c(c(O)c21)OCO3 (stereo not given)	-2	i	-41	-1	0	32	-3	-1	-1.2	0
COC(=O)C(O)(c1ccc(NC(=S)NC(=O)c2ccc(Cl)cc2Cl)cc1)C(F)(F)F (stereo not given)	1	i	-6	-3	-13	3	-13	0	2.9	-13
Cc1ccc2[nH]c3c(c2c1)CN(C(=O)CN1C[C@H]2C[C@@H](C1)c1cccc(=O)n1C2)CC3	-32	i	-9	-4	8	9	1	-1	-0.1	20
CCCCn1c(O)c(C(C)=NC(C)c2ccccc2)c(=O)[nH]c1=O (stereo not given)	-9	i	10	1	3	14	0	-2	-1.1	0
CCOC(=O)[C@]12Cc3c(cc(OC)c(OC)c3OC)[C@H]1N(C(C)C)C(=O)c1cc(OC)ccc12	4	.	-12	.	0	-4	.	16	-0.6	.
COC1=CC(=O)OC(CCc2ccc3c(c2)OCO3)C1 (stereo not given)	0	i	-2	-1	6	2	7	1	-0.4	-8
COC(=O)C1=C(c2ccccc2OCc2ccccc2)C[C@@H]2CC[C@H]1N2C(=O)NCc1cccc(F)c1	4	i	-5	3	-9	-18	-14	6	6.1	-2
CCCNC1=C(C)C(=O)C2=C(C1=O)C(COC(N)=O)[C@]1(OC)C3NC3CN21 (stereo not given in full)	18	i	-4	0	5	-12	-12	-13	10	-9
O=C1NC(=O)C(=Cc2ccc(N3CCOCC3)o2)C(=O)N1	-225	.	-23	4	4	21	1	-108	19	1
O=C1NCN(c2ccccc2)C12CCN(C(c1ccccc1)c1nnnn1Cc1ccccc1)CC2 (stereo not given)	-2	i	0	0	6	11	.	0	2.3	-8
O=P(N1CC1)(N1CC1)N1CCc2ccccc21	-3	i	1	0	-1	-3	-27	-3	-1.8	5
COC(=O)C1=C(c2cc3ccccc3o2)C[C@@H]2CC[C@H]1N2C(=O)NCc1ccc(C(F)(F)F)cc1	18	i	2	1	-12	19	-8	0	7.0	-18
CCCn1c(C)cc(C=O)c1C	-10	i	-2	2	0	20	-5	2	-0.3	0

The list goes on:
canonical_smiles	NRP1-CendR mod	Rpn11 block	MT1-MMP act inh	STEP block	NadD block	SKN-1 inh	Scp-1 inhibitor	SUMO1 PPI mod	LMPTP inh	DNMT1 inh
CC1CN(c2ccccn2)C(C)CN1C(=O)C(O)(c1ccccc1)c1ccccc1 (stereo not given)	-22	i	-5	-5	2	14	3	1	0.0	3
C[C@]12CC[C@@H](O)CC1=CCC1C2CC[C@]2(C)C(=O)[C@H](F)CC12 (stereo not given in full)	6	i	3	-1	-5	9	5	-2	-0.9	-1
C=CCC1(CN2CCCC2=O)C(=O)NC(=O)NC1=O	2	i	-1	2	-1	3	1	3	-1.8	-1
COC(=O)C1=C(c2cccc(OCc3ccccc3)c2)C[C@@H]2CC[C@H]1N2C(=O)NCc1ccc(N(C)C)cc1	5	i	0	3	3	-3	13	-1	6.6	-18
COc1ccc(C(=O)C2CCCN(CC3CCCCC3)C2)cc1OC (stereo not given)	7	i	0	-2	-3	17	.	-8	0.2	3
COc1ccccc1CCNC(=O)CCC(=O)N1CC2C[C@@H](C1)Cn1c2cccc1=O	8	i	5	2	-2	3	10	4	-0.9	0
CCCCn1nnnc1C(c1cccs1)N1CCC2(CC1)C(=O)NCN2c1ccccc1 (stereo not given)	8	i	5	3	-6	11	.	0	1.1	-1
NC(=O)CN1C2CCC1CC(NC(=O)C1CC1)C2 (stereo not given)	20	i	3	3	-1	2	-4	3	-1.5	-1
COC(=O)CC1NC2CCCCC2NC1=O (stereo not given)	4	i	7	-5	-1	11	-2	0	0.4	0
O=C1NC(=S)NC(=O)C1=Cc1ccc(Br)s1	-106	i	-13	20	46*	20	84*	17	10	57*
COc1cccc(C(=O)C2CCCN(Cc3ccc4nonc4c3)C2)c1 (stereo not given)	-3	i	1	4	7	-1	-2	-11	1.4	1
C[C@]12CC[C@H]3C(CCC4(O)CC(O)CC[C@]34C=O)C1=CC[C@H]2c1ccc(=O)oc1 (stereo not given in full)	-3	i	-14	-2	-3	5	-4	-3	-0.9	1
Cc1cc(-c2ccc(N)c(C)c2)ccc1N	-1	i	2	0	7	7	3	5	0.0	-8
Cc1ccc(/C=C2/Sc3ccc(C(=O)N4CCC5(CC4)OCCO5)cc3NC2=O)cc1	-29	i	-19	-4	-5	5	-8	-30	0.7	-1
c1ccc2c3c([nH]c2c1)CNCC3	-9	i	-2	-1	1	-2	-14	-2	-0.1	0

Going on with the list:
canonical_smiles	NRP1-CendR mod	Rpn11 block	MT1-MMP act inh	STEP block	NadD block	SKN-1 inh	Scp-1 inhibitor	SUMO1 PPI mod	LMPTP inh	DNMT1 inh
CCC1C(c2cc(OC)c(OC)c(OC)c2)c2cc3c(cc2OC1N1CCCC1)OCO3 (stereo not given)	-1	i	9	1	-3	-9	-3	4	0.1	6
O=C(Cc1ccccc1)N1CCN(Cc2cccnc2)CC1	8	i	0	0	9	15	-8	-3	-4.0	0
C[C@@H]1CN([C@@H](C)CO)C(=O)CCCn2nncc2CO[C@@H]1CN(C)C(=O)Oc1cccc2ccccc12	-6	i	-2	0	-5	3	.	0	-1.2	0
COC(=O)C1C2c3ccccc3OC1(C)N=c1s/c(=C/c3cn(C)nc3C)c(=O)n12 (stereo not given)	19	i	2	-2	-5	6	-3	-19	-0.7	-3
CC12CN3CCN(C1)CC(C)(C3)C2=NN	-9	i	-2	-1	-6	-16	-7	2	-3.9	4
COc1ccc(N2CCN(CCc3ccncc3)CC2)cc1	0	i	5	1	2	12	-6	3	-1.7	0
COC(=O)C1=C(c2cc3ccccc3s2)C[C@@H]2CC[C@H]1N2C(=O)NCCO	-10	i	2	-1	-4	6	2	-2	-2.4	4
Cc1ccc(NC(=O)c2snnc2C)cc1Cl	-6	i	5	-5	-4	8	-15	5	-0.7	2
CCC1(C(=O)c2ccccc2)C2c3ccccc3OC(=O)C21C(C)=O (stereo not given)	-2	i	-1	0	-9	2	-11	6	-0.1	2
O=C(O)C(O)(c1ccc(Cl)cc1)C1(O)CCCC1 (stereo not given)	10	i	4	-2	-2	-8	.	0	-1.4	1
CCCc1cc(=O)oc2cc(OCC(=O)N3CCN(Cc4ccc5c(c4)OCO5)CC3)ccc12	7	i	2	-1	12	10	3	1	2.9	-4
COC(=O)C1=C(c2c(C)noc2C)C[C@@H]2CC[C@H]1N2C(=O)NCCOc1ccccc1	7	i	-1	-3	-4	-10	-2	-3	-0.8	2
O=[N+]([O-])c1cnc2ccc3ccccc3c2c1	-11	i	-7	0	-2	6	-1	-35	-0.2	-9
CC(C)CN1CCN(Cc2ccc(F)cc2Cl)CC1CCO (stereo not given)	-6	i	-5	1	-3	2	-7	-5	-1.0	-7

Compounds listed so far that have a carbonyl joined to an NH by a bond outside any ring, in the order listed:
canonical_smiles	NRP1-CendR mod	Rpn11 block	MT1-MMP act inh	STEP block	NadD block	SKN-1 inh	Scp-1 inhibitor	SUMO1 PPI mod	LMPTP inh	DNMT1 inh
COC(=O)C(O)(c1ccc(NC(=S)NC(=O)c2ccc(Cl)cc2Cl)cc1)C(F)(F)F (stereo not given)	1	i	-6	-3	-13	3	-13	0	2.9	-13
COC(=O)C1=C(c2ccccc2OCc2ccccc2)C[C@@H]2CC[C@H]1N2C(=O)NCc1cccc(F)c1	4	i	-5	3	-9	-18	-14	6	6.1	-2
CCCNC1=C(C)C(=O)C2=C(C1=O)C(COC(N)=O)[C@]1(OC)C3NC3CN21 (stereo not given in full)	18	i	-4	0	5	-12	-12	-13	10	-9
COC(=O)C1=C(c2cc3ccccc3o2)C[C@@H]2CC[C@H]1N2C(=O)NCc1ccc(C(F)(F)F)cc1	18	i	2	1	-12	19	-8	0	7.0	-18
COC(=O)C1=C(c2cccc(OCc3ccccc3)c2)C[C@@H]2CC[C@H]1N2C(=O)NCc1ccc(N(C)C)cc1	5	i	0	3	3	-3	13	-1	6.6	-18
COc1ccccc1CCNC(=O)CCC(=O)N1CC2C[C@@H](C1)Cn1c2cccc1=O	8	i	5	2	-2	3	10	4	-0.9	0
NC(=O)CN1C2CCC1CC(NC(=O)C1CC1)C2 (stereo not given)	20	i	3	3	-1	2	-4	3	-1.5	-1
COC(=O)C1=C(c2cc3ccccc3s2)C[C@@H]2CC[C@H]1N2C(=O)NCCO	-10	i	2	-1	-4	6	2	-2	-2.4	4
Cc1ccc(NC(=O)c2snnc2C)cc1Cl	-6	i	5	-5	-4	8	-15	5	-0.7	2
COC(=O)C1=C(c2c(C)noc2C)C[C@@H]2CC[C@H]1N2C(=O)NCCOc1ccccc1	7	i	-1	-3	-4	-10	-2	-3	-0.8	2

Two records picked at random from those above:
canonical_smiles	NRP1-CendR mod	Rpn11 block	MT1-MMP act inh	STEP block	NadD block	SKN-1 inh	Scp-1 inhibitor	SUMO1 PPI mod	LMPTP inh	DNMT1 inh
COC(=O)C1=C(c2c(C)noc2C)C[C@@H]2CC[C@H]1N2C(=O)NCCOc1ccccc1	7	i	-1	-3	-4	-10	-2	-3	-0.8	2
O=C(O)C(O)(c1ccc(Cl)cc1)C1(O)CCCC1 (stereo not given)	10	i	4	-2	-2	-8	.	0	-1.4	1
